# 12-LOX inh: inhibitors of human 12S-lipoxygenase ALOX12; P18054; AID 1671190; Potency, µM (series often up to 108 µM), without a hit: at the highest dose activity change, negative = inhibition, hits mostly inhibitors; 1.1% of 580,000 active; purified 12hLO, xylenol orange hydroperoxide absorbance; active means well fitted inhibition curve with a large enough effect; inconclusive means small, poorly fitted or top-dose-only effect, or another doubt; inactive means no such curve, though single readings can be large or run the other way
# Target sequence (P18054 whole entry, looked up): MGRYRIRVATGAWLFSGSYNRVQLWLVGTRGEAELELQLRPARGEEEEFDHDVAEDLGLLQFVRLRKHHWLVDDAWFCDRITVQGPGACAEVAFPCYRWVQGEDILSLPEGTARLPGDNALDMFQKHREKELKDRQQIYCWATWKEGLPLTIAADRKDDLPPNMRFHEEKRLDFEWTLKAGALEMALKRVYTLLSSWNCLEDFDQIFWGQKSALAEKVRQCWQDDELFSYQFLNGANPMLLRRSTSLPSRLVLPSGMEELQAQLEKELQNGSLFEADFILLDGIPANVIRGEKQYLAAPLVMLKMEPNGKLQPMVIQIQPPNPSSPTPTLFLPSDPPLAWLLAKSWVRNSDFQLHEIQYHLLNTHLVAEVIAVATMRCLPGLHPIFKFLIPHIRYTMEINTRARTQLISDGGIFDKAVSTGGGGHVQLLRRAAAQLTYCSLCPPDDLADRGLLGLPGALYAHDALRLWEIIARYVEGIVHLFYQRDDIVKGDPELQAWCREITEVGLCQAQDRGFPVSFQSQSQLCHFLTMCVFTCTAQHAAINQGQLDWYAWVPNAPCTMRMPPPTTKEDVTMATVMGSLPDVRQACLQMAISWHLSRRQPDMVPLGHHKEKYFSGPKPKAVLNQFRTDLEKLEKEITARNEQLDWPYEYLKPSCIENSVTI
#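 Hydroperoxide product was detected by ferrous iron/xylenol orange as the 573 to 405 nm absorbance ratio. Arachidonic acid at 40 uM (final) was turned over for 30 min at room temperature by 150 nM human 12hLO, pH 7.0 Hepes buffer, after 15 min compound preincubation.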
# The depositor's hits bear a star; ? = inconclusive; [ ] = remark or other dose. On the % scale 0 is the no-effect control and ±100 the full control effect; potency means the concentration at half of the fitted maximal effect. Not all compounds are listed; rates above refer to the full screens.
12-LOX inh | SMILES
36%[activator][176 µM] | CC(C)(C)c1cc(C[C@@H]2CC[C@H](O)[C@@H](CNC3CCNCC3)O2)no1
2% | CCOC(=O)C1C2C=CC(C3CC23)C1C(=O)OCC(=O)c1ccccc1 (stereo unspecified)
33% | COc1cccc(CN2C[C@@H](CO)[C@H](NC(=O)C3CC3)C2)c1OC
62%[activator] | COCCN1C(=O)c2ccccc2C(C(=O)N2CCOCC2)C12CCCCC2 (stereo unspecified)
-28% | COc1ccc(CNc2ncncc2-c2ccc(N(C)C)cc2)c(OC)c1
11% | Cc1cc(C(=O)N2CC(F)(F)C[C@H]2c2nnc(C)o2)c(C)o1
-2% | Cc1c(C(=O)N(C)c2ccccc2)nnn1-c1ccccc1F
-6% | COC(=O)[C@]12C[C@H](CC(=O)NCCC(C)C)C(=O)N(Cc3ccccc3)C1=C[C@H](C(C)C)O[C@@H]2C1CC1
-13% | COc1ccc(N2CCN(C(=O)C(=O)c3cc(OC)c(OC)c(OC)c3)CC2)cc1
25% | COc1ccc(-c2nc3ccc(-c4ccc5c(c4)OCO5)cc3o2)c(OC)c1OC
-26% | CC(=O)c1cccc(OCc2coc(-c3ccc(Cl)cc3)n2)c1
-21% | CCOc1ccc(C(C)=O)cc1CN(C)CC(=O)Nc1ccc(Cl)cc1
-2% | Cc1noc(-c2cn(C3CCN(C(=O)Cc4ccsc4)C3)nn2)n1 (stereo unspecified)
42%[activator] | COCCNC(=O)c1ccc2c(c1)N(C)C(CC(=O)NCC(F)(F)F)CO2 (stereo unspecified)
41%[activator] | COc1ccc(C2Cn3nnc(-c4noc(-c5ccoc5)n4)c3CO2)cc1 (stereo unspecified)
-5% | Cc1cnc2c(S(=O)(=O)NC(C3CC3)C3CC3)cccc2c1
10% | CNc1nnc(SCc2ncc(-c3ccccc3)o2)s1
-3%[57.4 µM] | Cc1noc(C)c1C(=O)N1CCC2(CC1)CCN(c1ccncc1)CC2
3% | CN1CCN(c2cc(N3CCCC(CN4CCCCC4)C3)nc(N)n2)CC1 (stereo unspecified)
-2% | CC(C)n1nc(C(=O)OCC(=O)Nc2ccc(S(=O)(=O)N(C)C)cc2)c2ccccc2c1=O
? | COc1cccc(S(=O)(=O)N2C[C@@H](C(N)=O)[C@H](C3CCN(C)CC3)C2)c1
27% | COCCOC1CCOC2(CCN(S(=O)(=O)c3ccccc3)CC2)C1 (stereo unspecified)
-27% | COc1cccc(CNC(=O)N2CCN(C(=O)c3ccccc3)CC2)c1
? | O=C(O)c1ccc(/C=C/C(=O)c2nc3ccccc3s2)cc1
24% | O=C1NC2(CCCN([S+](=O)([O-])c3ccccc3)C2)Oc2ccccc21 (stereo unspecified)

# Next part, starting with the last three of the part before.
12-LOX inh | SMILES
-27% | COc1cccc(CNC(=O)N2CCN(C(=O)c3ccccc3)CC2)c1
? | O=C(O)c1ccc(/C=C/C(=O)c2nc3ccccc3s2)cc1
24% | O=C1NC2(CCCN([S+](=O)([O-])c3ccccc3)C2)Oc2ccccc21 (stereo unspecified)
40%[activator] | CC(C)NC(=O)N1CCC(N2CC(OCC3CC3)C23CCCCC3)CC1 (stereo unspecified)
? | Nc1nccnc1C(=O)NCCc1cccc(F)c1
41%[activator] | Cn1cnnc1CC1CCN(C(=O)c2cccs2)CC1
3% | COC[C@H]1CCCN1c1nc(CCN)nc2sc(C)c(C)c12
22% | CCn1cc(CNC2CC(=O)N(CCc3ccccc3)C2)cn1 (stereo unspecified)
-6% | O=C(COC(=O)c1ccc(Cl)c([N+](=O)[O-])c1)c1ccc2c(c1)OCCO2
31%[activator][176 µM] | C[C@H]1[C@@H]2[C@H]3OC(=O)[C@@H](C)[C@@H]3CC[C@@]2(C)CC[C@@H]1NC(=O)c1ccncc1
1% | Cc1ccc(C(=O)N2CCN(C3CCN(CCc4ccccc4)C3=O)CC2)cc1F (stereo unspecified)
? | COC(=O)c1ccc(N2C(c3ccsc3)=Cc3cc4c(cc3C2CC(=O)c2ccco2)OCO4)cc1 (stereo unspecified)
4% | COc1ccc(NC(=O)N(C)[C@H]2C[C@H]3c4[nH]c5c(-c6ccccc6)cccc5c4CCN3C(=O)[C@H]2[C@H](C)O)cc1
-2% | CCOc1ccc(CN(C)CC(=O)NC(=O)NCc2ccccc2)cc1
? | CC(=O)NCCNC(=S)Nc1ccc(F)cc1
8% | COCCNC(=O)C1c2ccccc2C(=O)N(C2CCCC2)C12CCCC2 (stereo unspecified)
69%[activator][176 µM] | NC(=O)COc1ccc(C(=O)N[C@@H]2CN(C(=O)NC3CCCCC3)CCC[C@H]2O)cc1
? | Cc1cc(C)c([S+](=O)([O-])c2nnn3c2nc(NC2CC2)c2ccccc23)c(C)c1
-2% | O=C(Cn1ccc2ccc(Cl)cc21)Nc1ccc(O)cc1
7% | O=C(/C(=C/c1ccccc1F)c1nc2ccccc2o1)c1ccccc1
-29% | N#Cc1nc(/C=C/c2ccc(F)cc2)oc1NCCCN1CCOCC1
30% | CCOCCCNc1oc(COc2ccc(F)cc2)nc1C#N
7%[6.33 µM] | NC(C(=O)N1CCC2(CC1)CN(C(=O)Cc1cccc(Cl)c1)CCO2)c1ccccc1 (stereo unspecified)
3% | CC(C)Cn1c(SCC(=O)Nc2ccc3c(c2)OCO3)nc2cc(Cl)ccc2c1=O
? | Fc1ccc(-n2c(Cc3ccccc3)nnc2SCc2ccc(Br)cc2)cc1
2% | CC/C=C(/C)C(=O)NCCCN1CCCC1
-2% | Cc1ccc(CNC(=O)c2nn(C)c(=O)c3ccccc23)cc1
-3%[22.9 µM] | CC[N+](CC)(CC)CCOC(=O)C(C1CCCC1)C1CCCC1

# Following part.
12-LOX inh | SMILES
2% | COc1ccc(CN2CCn3c(nn(-c4ccncc4)c3=O)C2)cc1
-14%[57.4 µM] | C[C@@]12O[C@@H](C[C@]1(O)CO)n1c3ccccc3c3c4c(c5c6ccccc6n2c5c31)CNC4=O
-4% | O=C(Nc1ccc(Cl)cc1)N1CCCN(c2nc3ncccc3o2)CC1
-3% | COc1ccc2oc(=O)c(-c3nc(-c4ccccn4)no3)cc2c1
43%[activator] | Cc1cn2nc(C(=O)NCc3ccccn3)cc2c(N2CCCC2)n1
-4% | COc1cccc(C(=O)C2COC(=O)C2)c1 (stereo unspecified)
? | O=C(OCc1cccc(Br)c1)c1cccc(O)c1
9% | CN(C)CCNC(=O)[C@H]1C[C@@](C)(C(=O)O)N(C)[C@H]1c1ccc(Cl)cc1
35%[activator] | COCc1nnc2n1CCC(NC(=O)COc1ccc(Cl)cc1C)CC2 (stereo unspecified)
6% | O=C(Nc1ccc(F)cc1)OC[C@@H]1CSCCS(=O)(=O)N1
35% | CNC(=O)[C@@H]1CN(C(=O)c2cc(C)no2)C[C@H]1COC
14% | O=C(C(=O)N1CCN(c2ccccc2)CC1)c1ccco1
17% | Cc1ccc(-n2nc3n(c2=O)CCN([S+](=O)([O-])c2ccc(C)cc2)C3)cc1
-2% | CNS(=O)(=O)c1cc(-c2c(C)nn3c2NC(=O)CCC3=O)ccc1C
-29% | C[C@@H]1ON(C)[C@H]2C[C@H]3c4[nH]c5cccc(-c6cccc(F)c6)c5c4CCN3C(=O)[C@@H]12
53%[activator] | CN(CCc1nc2c([nH]1)CC(C)(C)CNC2=O)c1ccccc1
33%[activator] | CCCNC(=O)N1CC(c2nc(CCOc3cccc(C)c3)no2)C1
-24% | Cc1cccc(NC(=O)CCc2c[nH]c3ccccc23)c1
34%[activator] | O=C(Nc1ccccc1)N1CC(c2nc(CCOCC3CC3)no2)C1
-22% | CCN(C(=O)Cc1nc(-c2cccs2)oc1C)c1ccccc1
10% | Cc1ccccc1Oc1c(CCC(=O)NCC2CC2)c(C)nn1-c1ccc(F)cc1
5%[176 µM] | C#CCOc1ccc(C(=O)N[C@@H]2CN(Cc3cccc(OC)c3)CCC[C@H]2O)cc1
29%[176 µM] | COc1ccccc1CN1CCC(n2cc[nH]c2=O)CC1
4% | COC(=O)[C@H](Cc1ccccc1)N1Cc2ccccc2Oc2cc(Br)ccc2S1(=O)=O
3%[176 µM] | NC(=O)Cc1c[nH]c2ncc(-c3ccc(Cl)cc3)cc12

# A section from the list above, for reference:
12-LOX inh | SMILES
2% | COc1ccc(CN2CCn3c(nn(-c4ccncc4)c3=O)C2)cc1
-14%[57.4 µM] | C[C@@]12O[C@@H](C[C@]1(O)CO)n1c3ccccc3c3c4c(c5c6ccccc6n2c5c31)CNC4=O

# Carrying on:
12-LOX inh | SMILES
41%[activator] | CC(C)Cc1nc2nccc(-c3ccccc3)n2n1
-20% | Cn1c(CCCOc2ccc(Cl)cc2Cl)nnc1SCc1ccccc1Cl
-3% | Cc1ccc(C(=O)NC2CCCCN(C)C2=O)cc1 (stereo unspecified)
? | COc1cc(NC(=O)C(=O)NC(C)CCc2ccccc2)ccc1N1CCCCS1(=O)=O (stereo unspecified)
-1%[176 µM] | O=C(Nc1ccc([C@H]2OCC(=O)N(Cc3ccc(F)cc3)[C@@H]2CO)cc1)C1CCC1
8%[176 µM] | CC1=C[C@@H](CN2CCN(C)CC2)[C@H](C(C)C)C[C@H]1Cc1nnc(C)o1
25% | CCOC(=O)c1ccc(NC(=O)COc2ccc(-c3nnc4n3CCCC4)cc2)cc1
? | CCCOc1c(Br)cc(/C=C/C(=O)c2ccc(O)c(OC)c2)cc1OC
10% | COc1ccc(CCC(=O)N2CCCOCCNC(=O)[C@@H]3CCCC[C@@H]32)cc1
113%[activator] | CN(C)C[C@@H]1CN(C)C[C@H]1N
6% | CCCc1cc(=O)[nH]c(SCC(=O)N2CCN(S(=O)(=O)c3ccc(C)c(C)c3)CC2)n1
-11% | Cc1cccc(CC(=O)N2CCCC(c3nn(C)c(=O)n3Cc3ccccc3)C2)c1 (stereo unspecified)
20% | Cc1ccc(C2Cn3nnc(C(=O)Nc4ccc(F)c(Cl)c4)c3CO2)cc1 (stereo unspecified)
? | COc1cccc(Cn2c(=O)c(C)nc3cnc(N4CCNCC4)nc32)c1
12% | COc1cc(OC)cc(-n2nc(C(=O)Nc3cc(OC)c(OC)c(OC)c3)c3ccccc3c2=O)c1
7% | COc1ccc(/C=C(/C#N)c2ccccc2F)c(OC)c1
5% | COc1ccc(C2Cn3cnc(C(=O)N4CCC(C(=O)Nc5cc(C)cc(C)c5)CC4)c3CO2)cc1 (stereo unspecified)
11% | CN(C(=O)C12CC3CC(CC(Cl)(C3)C1)C2)C1CCCCC1
? | CN(CC(=O)NC(=O)NC1CC1)c1ccc(C(C)(C)C)cc1
7% | C=CCNCc1ccccc1OCc1ccc(C)cc1
12% | CSC(C)C(=O)NC(CC(C)(C)C)c1ccc(F)cc1 (stereo unspecified)
15% | Cc1ccc(-c2cn(C3CN(C(=O)C(C)CN4CCOCC4)C3)nn2)cc1 (stereo unspecified)
2% | CC(C)Oc1cccc(C(C)NC(=O)c2ccccc2Cl)c1 (stereo unspecified)
-4% | COc1ccccc1C1c2c(-c3ccc(C)cc3)n[nH]c(=O)c2Nc2nnnn21 (stereo unspecified)
21% | COc1ccc([C@@H]2CN(C(=O)CCc3ccsc3)C[C@H]2N(C)C)cc1

# Sorted by value in 12-LOX inh (smallest number first): 5 of the compounds above
12-LOX inh | SMILES
-11% | Cc1cccc(CC(=O)N2CCCC(c3nn(C)c(=O)n3Cc3ccccc3)C2)c1 (stereo unspecified)
-3% | Cc1ccc(C(=O)NC2CCCCN(C)C2=O)cc1 (stereo unspecified)
7% | C=CCNCc1ccccc1OCc1ccc(C)cc1
12% | COc1cc(OC)cc(-n2nc(C(=O)Nc3cc(OC)c(OC)c(OC)c3)c3ccccc3c2=O)c1
20% | Cc1ccc(C2Cn3nnc(C(=O)Nc4ccc(F)c(Cl)c4)c3CO2)cc1 (stereo unspecified)

# More entries
12-LOX inh | SMILES
36%[activator] | CCC(C)NC(=O)N1CC(Oc2ccc(-c3nc(-c4ccccc4)no3)cc2)C1 (stereo unspecified)
-8% | COCC(=O)N1C[C@@H]2C[C@H]1C(=O)N(Cc1ccc(OC(F)(F)F)cc1)c1ccccc1O2
? | Cc1ccc(CNC(=O)C2(CC(=O)NC(C)C)CCCC2)cc1
34%[activator] | O=C(c1ccccn1)N1CCC2(CC1)CC(OCC1CC1)CCO2 (stereo unspecified)
7% | Cc1nnnn1CC(=O)NCc1cccnc1N(C)CCc1ccccn1
? | COc1cccc(CNC(=O)[C@@H]2CCCN2C(=O)[C@H]2CCCCN2C(=O)c2cccc(Cl)c2)c1
1% | O=C1CC2(CCN(C(=O)c3ccc(C(F)(F)F)cc3)CC2)Oc2ccccc21
16% | COc1cccc(CN2CCC3(CC2)CC(Cc2nc(C)no2)CCO3)n1 (stereo unspecified)
74%[activator] | Cc1ccc(=O)n(CC(=O)N[C@H]2CN(S(C)(=O)=O)C[C@@H]2C(C)C)n1
4% | COCCOC1CCOC2(CCN(C(=O)NCCc3ccccc3)CC2)C1 (stereo unspecified)
-8%[6.33 µM] | CN(C)CC(=O)N1Cc2ccccc2CC2(CCCN(CC3CCNCC3)C2)C1 (stereo unspecified)
26% | CCN1c2cc(C(=O)NCc3ccncc3)ccc2C(=O)N2CCCCCC21 (stereo unspecified)
-4% | COC(=O)C1=CN(c2ccc(N3CCOCC3)cc2)C(N)=C(C#N)C1c1ccc(-c2ccccc2)cc1 (stereo unspecified)
9%[176 µM] | Cn1cc(CN2C[C@H](C(=O)Nc3nccs3)C[C@H]2c2cccc(C(F)(F)F)c2)cn1
25% | O=C(CC1CCN(C(=O)c2ccc(F)cc2)C1)NCc1ccccc1 (stereo unspecified)
12%[176 µM] | CSCCNC(=O)C1CN(c2ccc(Cl)cc2)C(=O)N1 (stereo unspecified)
37%[activator][57.4 µM] | OCCNC1CCCc2c1[nH]c1ccc(-c3ccccc3)cc21 (stereo unspecified)
-21% | Cc1cc(NC(=O)CNc2cc(S(=O)(=O)N3CCOCC3)ccc2N2CCCCC2)no1

# Screening data from PubChem BioAssay.
